Epigenetic reg: epigenetic control regulation, reporter derepression; murine LDR cells, GFP reporter derepression, 30 h; Potency, µM (highest dose often 53.9 µM), without a hit: at the highest dose GFP activation, usual class: activators; actives 0.2% (n = 280,000); note: % of control where 0% means no effect; nearly all actives have a fitted effect of over 60% in size
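GFP-positive cell count by laser-scanning cytometry (objects 20–120 um) after 30 h, 37 C compound exposure of murine LDR cells; reporter is CMV-GFP integrated at a silenced locus, inducible by HDAC or DNMT inhibitors.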
GAA inh: inhibitors of human lysosomal alpha-glucosidase. actives 0.005% (n = 200,000). Potency, µM (doses to about 76.9 µM), inactives show at the top dose activity change, negative = inhibition, actives largely listed as inhibitors. AID 1466. P10253. purified human GAA, 4-MU-alpha-glucoside fluorescence;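 note: plate controls were uninhibited enzyme wells for no effect and no-enzyme background for full effect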
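Fluorescence at Ex 365/Em 440 nm from 4-methylumbelliferone reported enzyme activity after 20 min at room temperature. Reactions used 4 nM enzyme and 400 uM substrate at pH 5.0; curves fitted with the Hill equation.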
GLA spleen mod: alpha-galactosidase A (human) modulation | Potency, µM (highest dose often 80 µM), inactives show at the top dose activity change, negative = inhibition, hits mostly inhibitors | P06280 | human spleen homogenate, 4MU-alpha-Gal fluorescence, 40 min | AID 2107 | actives 0.008% (n = 240,000);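 note: 0% = enzyme with vehicle and -100% = no enzyme basal signal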
Target sequence (P06280 32-429 limits assumed): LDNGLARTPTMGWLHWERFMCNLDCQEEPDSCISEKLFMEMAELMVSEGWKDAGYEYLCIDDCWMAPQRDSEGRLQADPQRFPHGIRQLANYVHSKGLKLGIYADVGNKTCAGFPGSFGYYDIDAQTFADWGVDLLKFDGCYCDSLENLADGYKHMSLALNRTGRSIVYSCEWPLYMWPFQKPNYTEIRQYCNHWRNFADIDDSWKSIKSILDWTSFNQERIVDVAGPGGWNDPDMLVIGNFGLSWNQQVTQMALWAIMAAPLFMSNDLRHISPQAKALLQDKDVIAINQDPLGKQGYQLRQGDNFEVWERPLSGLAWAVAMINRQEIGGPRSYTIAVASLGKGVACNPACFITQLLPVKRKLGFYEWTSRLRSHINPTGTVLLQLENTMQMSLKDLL
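qHTS titration in buffer at pH 5.0. Alpha-galactosidase activity in spleen homogenate was measured via 4-methylumbelliferone release from 1 mM fluorogenic substrate after 40 min at 37C and a pH 10 stop. AC50 came from Hill fits of control-normalized data.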
Tau fluor cs: counter-screen for tau fibril formation inhibitors | tau K18 P301L (four-repeat tau fragment) Alexa594 fluorescence, heparin fibrillization | Potency, µM (titrated, usually from 57.7 µM), for the others: at the highest dose activity change, negative = decrease | actives 0.93% (n = 280,000); note: % is set by controls: 0 for no effect and ±100 for the full control effect; nearly all actives have a fitted effect of over 55% in size
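Human K18 P301L tau (15 uM unlabeled plus 0.24 uM Alexa 594-labeled, final) in 100 mM sodium acetate pH 7 was mixed with compound and 20 uM heparin and incubated 6 hr at 37 C.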
GAA glycogen: GAA glycogen-cleavage inhibition or activation | actives 0.38% (n = 300,000) | Potency, µM (doses to about 76.4 µM), for inactives: at the top dose activity change, negative = inhibition, hits mostly inhibitors | recombinant GAA, glycogen substrate, Amplex Red glucose oxidase fluorescence | AID 2100;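 note: 0% = full enzyme reaction and -100% = no-enzyme basal signal; the screen sought inhibitors and activators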
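Natural-substrate format: glycogen cleavage by 4 nM human enzyme, glucose read by Amplex Red coupling (Ex 573, Em 610 nm). Normalized to enzyme and no-enzyme controls.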
aGlu spleen mod: lysosomal alpha-glucosidase (human) modulation; P10253; human spleen homogenate, 4-MU-alpha-glucoside fluorescence; Potency, µM (top dose mostly 79.9 µM), for inactives: top-dose activity change, negative = inhibition, usual class: inhibitors; actives 0.006% (n = 240,000); AID 2112;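 note: 0% = enzyme with vehicle and -100% = no enzyme basal signal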
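Human spleen homogenate (1 ug) incubated with compounds and 1 mM 4-methylumbelliferyl-alpha-D-glucopyranoside in pH 5.0 citrate/phosphate buffer, 37 C, 40 min. Stopped at pH 10; 4-MU fluorescence (Ex 365/Em 440 nm); AC50 by Hill fit.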
NPSR antagonist: blocks cAMP signaling of the human neuropeptide S receptor. Q6W5P4. CHO-NPSR cells, cAMP TR-FRET, antagonist mode. Potency, µM (series often up to 38.3 µM), for the others: top-dose activity change, negative = inhibition, hits mostly inhibitors. actives 1% (n = 220,000). AID 1461; note: % is set by controls: 0 for no effect and ±100 for the full control effect; nearly all actives have a fitted effect of over 50% in size; many of its hits are not listed in these tables
Target sequence (Q6W5P4 whole entry, looked up): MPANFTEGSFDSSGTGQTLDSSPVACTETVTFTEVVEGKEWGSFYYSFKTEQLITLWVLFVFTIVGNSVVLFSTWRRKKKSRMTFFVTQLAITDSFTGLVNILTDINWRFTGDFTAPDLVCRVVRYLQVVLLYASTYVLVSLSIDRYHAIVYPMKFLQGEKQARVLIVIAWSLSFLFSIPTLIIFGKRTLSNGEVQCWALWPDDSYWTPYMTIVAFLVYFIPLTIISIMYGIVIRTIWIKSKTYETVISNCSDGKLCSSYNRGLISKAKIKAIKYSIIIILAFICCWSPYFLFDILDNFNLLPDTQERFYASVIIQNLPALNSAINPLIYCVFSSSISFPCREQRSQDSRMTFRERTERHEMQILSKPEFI
ALDH1A1 block: inhibitors of human aldehyde dehydrogenase 1A1 | Purified ALDH1A1, NADH fluorescence, propionaldehyde substrate | Potency, µM (series often up to 75.3 µM), for inactives: at the top dose activity, negative = inhibition, actives largely listed as inhibitors | actives 7.3% (n = 220,000) | AID 1030; active = well fitted inhibition curve with a large enough effect, not every such curve was filed as active; inconclusive = small, poorly fitted or top-dose-only effect, or another doubt; inactive = no such curve, though single readings can be large or run the other way;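 note: plate controls were no enzyme wells and a reference inhibitor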
Starred values were filed as active, the others as inactive; ? = inconclusive; . = not tested or not shown; & = joins results of further samples; [ ] = remark or other dose. Unless noted, calls come from the whole dose curve; as a rule, active = well fitted curve in the direction sought with a large enough effect; inconclusive = small, poorly fitted or top-dose-only effect, or another doubt; inactive = no such curve, though single readings can be large; an effect the other way counts as inactive or inconclusive. Potency is the fitted concentration of half-maximal effect.

Values in the order: Epigenetic reg, GAA inh, GLA spleen mod, Tau fluor cs, GAA glycogen, aGlu spleen mod, NPSR antagonist, ALDH1A1 block
1. CSc1nc2ccc3nc(NC(=O)c4cccs4)sc3c2s1
→ -0.9%, -3%, -5%, -23%, -4%, -2%, -13%[46.1 µM], 14%
2. CCNC(=O)CC1C(=O)N(c2cccc(OC)c2)C(=O)N1CCOC (stereo unspecified)
→ -6.4%, 4%, 1%, 9%, 7%, -6%, 2%[46.1 µM], -12%
3. O=C(Nc1ccccc1)c1cccc(S(=O)(=O)NCc2ccco2)c1
→ 1.1%, 2%, -11%, -15%, 6%, -7%, -1%[46.1 µM], 4%
4. O=C(Nc1nnc(C2CCCO2)s1)c1cccs1 (stereo unspecified)
→ -2.1%, ?, 4%, -1%, 3%, 0%, -3%[46.1 µM], -9%
5. O=C(/C=C/NNC(=O)c1ccc(Br)cc1)c1ccccc1
→ -1.4%, -1%, 10%, ?, -12%, 0%, -13%[46.1 µM], 10µM*
6. CCOC(=O)c1c(NC(=O)Cc2cccs2)sc2c1CCCC2
→ 6.4%, 2%, -6%, -11%, 0%, -2%, ?, -6%
7. N#CC1=C(N)SC(N)=C(C#N)C1c1cccc(Oc2ccccc2)c1
→ 1.8%, ?, -1%, ?, -8%, -3%, -9%[46.1 µM], 10µM*
8. O=C1CCC2(CC1)NC(=O)N(c1ccccc1)N2
→ -1.4%, 2%, -1%, -1%, ?, 0%, 10%, 4%
9. Cc1nc(C)c(C(=O)C2=C(O)C(=O)N(CCN3CCOCC3)C2c2cccs2)s1 (stereo unspecified)
→ 7.0%, -7%, 3%, -4%, -1%, 2%, 7%[46.1 µM], ?
10. CC/C(O)=C1\C(=O)CC(c2ccccc2)CC1=NC(C)C (stereo unspecified)
→ -1.3%, 0%, 4%, 9%, 7%, 4%, -34%, -7%
11. COCCNC(=O)/C(C#N)=C/c1ccc2c(c1)OCO2
→ 2.3%, -20%, -7%, -6%, 10%, -4%, 0%, 0%
12. N[C@@H](C(=O)O)c1ccc(C(=O)O)cc1
→ -3.6%&2.8%, ., -10%&6%, -8%&-7%, ., 0%&3%, ., -1%&1%
13. CCN=C1SC(C(=O)Nc2ccc(OCC)cc2)CC(=O)N1CC (stereo unspecified)
→ -1.4%, -2%, 0%, 2%, 2%, 3%, 8%, -12%
14. N#Cc1ccc(-n2nccc2-c2cnc3n(c2=O)CCS3)cc1
→ 0.0%, -1%, 12%, -2%, 0%, 8%, 7%[46.1 µM], 1%
15. Cc1cccc(C)c1N1CCN(S(=O)(=O)c2ccccc2)CC1
→ 0.0%, -13%, 1%, -6%, 24%, 6%, -29%, -3%

2 compounds from above with just aGlu spleen mod, GAA inh and GAA glycogen:
nr | smiles | aGlu spleen mod | GAA inh | GAA glycogen
1 | CSc1nc2ccc3nc(NC(=O)c4cccs4)sc3c2s1 | -2% | -3% | -4%
2 | CCNC(=O)CC1C(=O)N(c2cccc(OC)c2)C(=O)N1CCOC (stereo unspecified) | -6% | 4% | 7%

More records follow:
Values in the order: Epigenetic reg, GAA inh, GLA spleen mod, Tau fluor cs, GAA glycogen, aGlu spleen mod, NPSR antagonist, ALDH1A1 block
16. Cc1ccnn1CCC(=O)N1CCCC(CCC(=O)N2CCN(c3ccccn3)CC2)C1 (stereo unspecified)
→ -0.9%, 5%, 1%, -5%, 5%, 3%, -11%, ?
17. CCOC(=O)c1cnc(-n2nc(C)cc2C)nc1Nc1ccc(O)cc1
→ -1.3%, -7%, -8%, 2%, -8%, -2%, ?, 12%
18. O=C(Nc1cccc2c1CCCC2)c1ccncc1
→ -1.0%, -3%, 5%, -3%, 5%, 0%, 11%, -2%
19. CCCNC(=O)Cn1cccc1C(=O)c1ccccc1
→ 0.0%, -7%, 4%, -11%, -2%, 0%, -9%[46.1 µM], -1%
20. Cc1ccccc1C(=O)NNC(=O)C1CCCN(c2ncccn2)C1 (stereo unspecified)
→ -0.9%, 4%, 7%, 7%, 5%, -10%, -3%[46.1 µM], 1%
21. N#Cc1ccc(-c2csc(NC(=O)c3ccc(N4C(=O)CCC4=O)cc3)n2)cc1
→ -1.6%, ., 20%, -11%, 9%, -19%, -3%, .
22. Cc1ccc(CNC(=O)CSc2nc3c(sc4ccccc43)c(=O)n2CCCN2CCCC2)cc1
→ 0.0%, 5%, ?, -16%, -5%, 29%, ?, -9%
23. CCN(CC)CCNC(=O)c1[nH]c2ccc(OCc3ccccc3)cc2c1C
→ 2.6%, ?, -2%, 20µM*[quencher], -5%, -7%, ?, ?
24. N=C(N)SCc1nc2ccccn2c1Br
→ 0.0%, -2%, -8%, -2%, 1%, -1%, -2%[46.1 µM], 6%
25. COc1ccc(-c2nc3c(c4c2C[C@H](c2ccccc2)OC4)CN(C(=O)NCc2ccco2)CC3)c(C)c1
→ ., ., 1%[17.5 µM], -4%[11.6 µM], ., -1%[17.4 µM], ., 1.8µM*
26. CCC1CCCCN1c1cc(C)nc2cc(-c3cccc(C)c3)nn12 (stereo unspecified)
→ -1.0%, -7%, 5%, -14%, 1%, 0%, ?, -10%
27. CCCCC(=O)Nc1cc([N+](=O)[O-])ccc1Cl
→ 0.0%, -3%, 1%, 6%, -11%, 1%, 9%, 0%
28. CCSc1nc2sc3c(c2c(=O)n1C1CCCCC1)CCN(C)C3
→ 0.0%, 0%, -1%, -1%, 11%, -8%, -19%[46.1 µM], ?
29. CC1CN(c2cc3nccnc3cc2F)CC(C)O1 (stereo unspecified)
→ 0.0%, -4%, 3%, -6%, 2%, -8%, 1%[46.1 µM], 0%
30. COc1ccc(-c2nn(-c3ccccc3F)cc2CNCCn2nc(C)cc2C)cc1
→ 2.3%, 11%, -3%, -1%, 4%, -2%, 32%, 7%
31. COc1ccc(OC)c(NC(=O)c2cc3sccc3n2C)c1
→ 0.0%, -4%, 3%, -25%, -10%, 1%, -9%[46.1 µM], ?
32. O=C(O)c1ccc(COc2ccc3ccccc3c2)o1
→ 1.1%, ., -3%, 2%, 2%, -4%, 6%[7.67 µM], .
33. CC1(C)C(c2ccccc2)=[N+]([O-])C2(CCCCC2=O)N1O (stereo unspecified)
→ -1.0%, 0%, -5%, 1%, -14%, -2%, 25%[46.1 µM], ?
34. CNc1ccc(C(O)(C(F)(F)F)C(F)(F)F)cc1C(O)(C(F)(F)F)C(F)(F)F
→ -0.2%, -11%, -2%, -10%, -7%, -7%, -24%[46.1 µM], 0%
35. CCCn1nnnc1NC(=O)CSc1ccc(Cl)cc1
→ -1.3%, ?, 14%, 6%, -3%, -1%, 5%[46.1 µM], 6%
36. Cc1cc(C(=O)NNc2cc(Cl)ccc2Cl)no1
→ -0.3%, ., 4%, 5%, ?, 7%, 6%[7.67 µM], .
37. Cc1ccc(C2CC(=O)Oc3ccc(C(C)(C)C)cc32)cc1 (stereo unspecified)
→ -3.1%, ., 4%[119 µM], -9%[81.3 µM], ., 12%[119 µM], ., -13%
38. CCN1C(=O)C(CC(=O)N2CCN(C(c3ccccc3)c3ccccc3)CC2)N(CC)C1=O (stereo unspecified)
→ -1.0%, 5%, 7%, 5%, 2%, -3%, -4%[46.1 µM], -2%
39. Cc1cc(C)cc(NC(=S)NCc2ccc3[nH]c4c(c3c2)CCCC4)c1
→ 0.2%, 1%[15.4 µM], 6%, 10µM*[quencher], ?, -9%, -35%, -9%
40. N#CC(C(=O)c1ccco1)c1ccccn1 (stereo unspecified)
→ 0.9%, 0%, -7%, 2%, 5%, -3%, -3%[46.1 µM], -8%
41. CCNS(=O)(=O)c1ccc(CCC(=O)O)cc1
→ -0.4%, 0%, 2%, 12%, 9%, 0%, 13%, 22%
42. Cc1noc(C)c1COc1cccc(C(=O)N2CCN(C/C=C/c3ccccc3)CC2)c1
→ 1.0%, -3%, -2%, 6%, -1%, -2%, -14%[46.1 µM], ?
43. O=C(Nc1ccc(F)cc1)c1ccccc1F
→ -1.5%, -3%, -4%, 0%, 6%, -5%, 5%[46.1 µM], -5%
44. COc1ccc(OCC(=O)Nc2ccc3c(c2)nc(CCN2CCOCC2)n3C)cc1
→ 0.1%, 3%, -12%, 2%, 0%, -6%, -3%[46.1 µM], -6%
45. CCC1CCCCN1S(=O)(=O)c1ccc(S(=O)(=O)N(Cc2ccccn2)CC2CCCO2)cc1 (stereo unspecified)
→ -1.1%, 2%, 8%, -7%, -2%, 1%, -12%, ?
46. O=C(CSc1nnc(Cc2ccccc2)o1)NCCN1C(=O)CSC1=O
→ -2.4%, 2%, 6%, 0%, 2%, 9%, -6%[46.1 µM], 13%
47. Nc1c(C(=O)N/N=C/c2ccccc2)cnn1-c1ccccc1
→ -1.1%, ., 3%, 3%, 1%, 6%, 4%, .
48. COc1ccccc1NC(=O)CSc1nnnn1C
→ -1.9%, -3%, 1%, 1%, 4%, -3%, -11%[46.1 µM], 8%
49. CC(=O)c1c(C(C)=O)c(C)n(-c2ccc(N)c(C)c2)c1C
→ 1.4%, -3%, -2%, 0%, 0%, -6%, -15%[46.1 µM], 0%
50. Nn1c(SCC(=O)Nc2ccc3c(c2)OCO3)nnc1C(F)(F)F
→ 0.0%, 8%, 2%, -1%, 1%, 1%, 16%, -7%
51. CCOc1cc(N2CCOCC2)c(OCC)cc1NC(=O)COC(=O)c1cccc2ccccc12
→ 1.5%, -8%, 5%, -9%, -1%, -4%, -5%, ?
52. COc1cc(OC)cc(C(=O)NCCCN2CCOCC2)c1
→ 1.0%, -4%, 9%, 4%, 4%, -2%, 10%, 14%
53. COc1ccc(NC2=CC(=O)CC(c3ccccc3)C2)cc1 (stereo unspecified)
→ -5.4%, ?, -2%, -4%, 9%, 2%, -11%, 3%
54. O=C(O)c1cccnc1Br
→ 3.1%, 1%, 1%, 2%, 9%, -1%, 9%, -1%
55. CCOC(=O)Cc1csc(NS(=O)(=O)c2ccccc2)n1
→ -2.3%, 3%, 9%, -7%, 0%, -11%, -4%[46.1 µM], 42%[activator]
56. CC1(C)CC(=O)c2cn3c(nc2C1)nc1ccccc13
→ -3.0%, 0%[15.4 µM], 5%, -6%, -4%, -9%, 1%[46.1 µM], -5%
57. COC(=O)C(C(=O)OC)c1ccc(N)cc1
→ -2.7%, -3%, -3%, 3%, 5%, -1%, -4%, 4%
58. Cn1c(Cl)c(C(=O)Nc2ccc(Cl)cc2)c2ccccc21
→ -1.1%, ?, -5%, -12%, -2%, 0%, -22%[46.1 µM], 8%
59. CCCCn1c(-c2csc(C(C)C)c2)n[nH]c1=S
→ -1.1%, 0%, -21%, -7%, ?, -14%, -19%, 7.9µM*

Source: PubChem

The list is partial; the hit share may differ from the screen's.
